High-throughput results deposited in PubChem BioAssay by The Scripps Research Institute Molecular Screening Center.
SRC1 TRFRET art – TR-FRET detection interference compounds, primary screen, artefact control for PPARgamma SRC-1 recruitment agonists, biochemical, TR-FRET emission ratio. TR-FRET detection artefact counter-screen; active compounds read high. TR-FRET ratio at 8 µM. 99,000 tested, 0.34% active; in the data active means TR-FRET ratio above about 2300; further: inactives centre near 1800
SRC3 TRFRET art – TR-FRET detection interference compounds, artefact control for PPARgamma SRC-3 recruitment agonists, biochemical, TR-FRET ratio; TR-FRET artefact counter-screen, PPARgamma/SRC-3 format; active compounds read high; TR-FRET ratio at 8 µM; 99,000 tested, 0.39% active; AID 1048, 2008; in the data active means TR-FRET ratio above about 2000; further: inactives centre near 1600
* marks the source's active call; other numbers are inactive results.

Preview, seven compounds:
SMILES | SRC1 TRFRET art | SRC3 TRFRET art
CCC(=O)N1CCc2cc(S(=O)(=O)CCC(=O)NC(C)CC)ccc21 (stereo not drawn) | 1805 | 1639
O=C(Nc1ccccn1)C(F)(F)C(F)(F)C(F)(F)C(F)(F)C(=O)Nc1ccccn1 | 2077 | 1559
CC(C)c1ccc(C(=O)NNC(=O)C2CC=CCC2C(=O)O)cc1 (stereo not drawn) | 1875 | 1510
CN=C1SC(CC(=O)Nc2ccc(F)cc2F)C(=O)N1/N=C/c1ccc(OC(F)F)c(OC)c1 (stereo not drawn) | 1996 | 1565
CC(C)CNC(=O)C(=O)NN=C1CCCCCC1 | 1757 | 1668
COc1ccc(/C=N/n2c(C)nc3sc(C)c(C)c3c2=O)cc1OC | 1778 | 1604
N/C(=N\OC(=O)COc1ccc(Br)cc1)c1cccnc1 | 1675 | 1430

This part in full, from the start:
SMILES | SRC1 TRFRET art | SRC3 TRFRET art
CCC(=O)N1CCc2cc(S(=O)(=O)CCC(=O)NC(C)CC)ccc21 (stereo not drawn) | 1805 | 1639
O=C(Nc1ccccn1)C(F)(F)C(F)(F)C(F)(F)C(F)(F)C(=O)Nc1ccccn1 | 2077 | 1559
CC(C)c1ccc(C(=O)NNC(=O)C2CC=CCC2C(=O)O)cc1 (stereo not drawn) | 1875 | 1510
CN=C1SC(CC(=O)Nc2ccc(F)cc2F)C(=O)N1/N=C/c1ccc(OC(F)F)c(OC)c1 (stereo not drawn) | 1996 | 1565
CC(C)CNC(=O)C(=O)NN=C1CCCCCC1 | 1757 | 1668
COc1ccc(/C=N/n2c(C)nc3sc(C)c(C)c3c2=O)cc1OC | 1778 | 1604
N/C(=N\OC(=O)COc1ccc(Br)cc1)c1cccnc1 | 1675 | 1430
CCOC(=O)C(=O)Nc1nnc(COc2ccccc2)s1 | 1710 | 1663
CCO[C@H]1OC(C(=O)N2CCOCC2)=C[C@@H](c2ccc3c(c2)OCO3)[C@@H]1CCCO | 1737 | 1544
COCCn1c(=NC(=O)c2ccco2)sc2cc(C(=O)OC)ccc21 | 1887 | 1441
Cc1csc(NC(=O)C2CCN(C(=O)c3ccccc3C)CC2)n1 | 1816 | 1485
CN(Cc1ccc(Cl)s1)C(=O)CCl | 1682 | 1367
O=[N+]([O-])c1ccc2oc(C3CCCCC3)nc2c1 | 1671 | 1676
O=C(CCN1C(=O)C2C3C=CC(C3)C2C1=O)Oc1ccc2ccccc2c1 (stereo not drawn) | 1725 | 1466
COc1ccc2nc(/N=C(\N)NC(=O)N3c4ccccc4Sc4ccccc43)nc(C)c2c1 | 1740 | 1425
Cc1ccccc1Nc1nc(-c2cccnc2)nc2ccccc12 | 1779 | 1422
CCOC(=O)c1ccc(NS(=O)(=O)c2ccc(Cl)nc2)cc1 | 2094 | 1531
CCn1c(=NC(=O)c2cccc(N3C(=O)CCC3=O)c2)sc2c(OC)ccc(OC)c21 | 1808 | 1439
CSc1cccc(NC(=O)CCNC(=O)c2ccco2)c1 | 1482 | 1640
COc1ccccc1NC(=S)NCCc1ccc(S(N)(=O)=O)cc1 | 2073 | 1669

Full records, quoted from the list. Values in the order: SRC1 TRFRET art, SRC3 TRFRET art
CC(C)c1ccc(C(=O)NNC(=O)C2CC=CCC2C(=O)O)cc1 (stereo not drawn) is listed as 1875, 1510
O=C(Nc1ccccn1)C(F)(F)C(F)(F)C(F)(F)C(F)(F)C(=O)Nc1ccccn1 is listed as 2077, 1559
CC(C)CNC(=O)C(=O)NN=C1CCCCCC1 is listed as 1757, 1668
Cc1csc(NC(=O)C2CCN(C(=O)c3ccccc3C)CC2)n1 is listed as 1816, 1485

Other records follow:
SMILES | SRC1 TRFRET art | SRC3 TRFRET art
CCc1ccc(OCc2ccc(C(=O)NCc3ccccn3)o2)cc1 | 1865 | 1610
NS(=O)(=O)c1cc(C(=O)OCC(=O)c2ccc3c(c2)OCCO3)ccc1Cl | 2009 | 1838
CN(C)/C=N/c1nc(-c2ccc3c(c2)OCO3)cs1 | 1878 | 1759
COc1cc(C2CC(=O)Oc3c2c(=O)n(C)c2ccccc32)cc(OC)c1OC (stereo not drawn) | 1687 | 1805
COc1cc(C(=O)OCC(=O)N2CCCCC2C)ccc1OCc1c(C)noc1C (stereo not drawn) | 1968 | 1689
COc1ccc(O)c(/C=N/NC(=O)c2c(C)nnn2-c2nonc2N)c1 | 1967 | 1621
CC(NC(=O)/C(=C/c1cccc([N+](=O)[O-])c1)NC(=O)c1ccco1)C(=O)O (stereo not drawn) | 1686 | 1615
CC(C)CC(C(=O)NC(C)(C)C)N(Cc1cccs1)C(=O)c1snc(C(N)=O)c1N (stereo not drawn) | 1788 | 1429
O=C(Nc1ccccn1)c1csc2c1CCCC2 | 1878 | 1728
O=C(CN1CCC(NC(=O)Cc2ccccc2)CC1)Nc1ccccc1Br | 1612 | 1457
COc1ccc(NC(=O)Nc2ccccc2F)c(C)c1 | 1960 | 1512
O=C(NC(=S)NCCCN1CCOCC1)c1cccc2ccccc12 | 2035 | 1608
Cc1ccc(C(=O)N/C(=C/c2cccs2)C(=O)NCCCn2ccnc2)cc1 | 1983 | 1779
C/C(=N\Nc1ncc(Cl)cc1Cl)c1ccccn1 | 1949 | 1234
O=C(CSc1nnc(COc2ccc(Cl)cc2)o1)N1CCN(c2ccccc2)CC1 | 1906 | 1739
O=[N+]([O-])c1ccc(Nc2ccc(Cl)cc2)nc1 | 2098 | 1746
O=C(NC(=O)c1ccccc1)OCCN1C(=O)c2ccccc2C1=O | 1776 | 1381
Cc1ccc(NC(=O)c2sccc2-n2cccc2)c(Cl)c1 | 1561 | 1653
O=C(NCc1ccc2c(c1)OCO2)c1ccc(CSCc2ccc(Cl)cc2)o1 | 1701 | 1692
O=C(c1ccco1)N1CCN(S(=O)(=O)/C=C/c2ccccc2)CC1 | 2039 | 1556
CC(=O)Nc1ccc(NC(C)=O)s1 | 2044 | 1498
O=C(Nc1cccc2c1C(=O)NC2=O)c1cccnc1Cl | 1521 | 1815
CCc1ccc2c(c1)C(c1ccncc1)=NNC(c1ccccc1)=N2 | 1761 | 1439
COc1ccc(C)cc1NC(=O)C(NCC1CCCO1)c1ccccc1 (stereo not drawn) | 1778 | 1507
c1ccc(-c2csc(=Nc3cccnc3)n2CC2CCCO2)cc1 (stereo not drawn) | 1696 | 1822
O=C(NNC1CC(=O)N(c2ccccc2)C1=O)c1ccc(COc2ccccc2Cl)o1 (stereo not drawn) | 1767 | 1632
CC1CCC/C(=N/Nc2nc3ccccc3s2)C1 (stereo not drawn) | 1737 | 1571
Cc1ccc(NC(=O)CC2NCCNC2=O)cc1Cl (stereo not drawn) | 1928 | 1673
CCOC(=O)c1sc(-c2ccccc2)cc1NC(=O)c1ccc(S(=O)(=O)N(CCOC)CCOC)cc1 | 1908 | 1413
CCCCCC(=O)Nc1ccc(S(=O)(=O)Nc2ccc(Cl)nn2)cc1 | 1740 | 1724
Cc1ccc(C)c(NC(=O)C2=CCN(S(=O)(=O)c3ccc(F)cc3)CC2)c1 | 1649 | 1514
O=C(Nc1ccc2oc(-c3ccccc3)nc2c1)C1CCCO1 (stereo not drawn) | 1826 | 1497
COc1ccc(C[C@H]2CN3C(=NC[C@@H]3Cc3ccc(O)cc3)N2CCNC(=O)c2ccc(C)c(Br)c2)cc1 | 1872 | 1471
CCCCCCCCc1c(O)nc(-n2[nH]c(C)c(CCO)c2=O)[nH]c1=O | 1718 | 1502
Cc1ccc(-n2cc(C(=O)O)c(=O)cc2C)c(C)c1 | 1694 | 1541
Cc1ccc(C)c2[nH]c(=O)c(CCNC(=O)c3ccco3)cc12 | 1328 | 1550
COc1cc(OC)cc(C(=O)NCCC(=O)NCCc2ccc(OC)c(OC)c2)c1 | 1684 | 1467
COc1ccc(-c2nc(CN(C)C(C)c3ccon3)c(C)o2)c(C)c1C (stereo not drawn) | 1589 | 1565
CCc1ccc(C(=O)CN2C(=O)NC(C)(CCc3ccccc3)C2=O)cc1 (stereo not drawn) | 1853 | 1574
O=C(/C=C/c1ccccc1)Nc1ccc(C(=O)N2CCCCC2)cc1 | 1749 | 1533

Given as tab-separated lines: four of the compounds above.
molecule	SRC1 TRFRET art	SRC3 TRFRET art
O=C(Nc1cccc2c1C(=O)NC2=O)c1cccnc1Cl	1521	1815
CCc1ccc2c(c1)C(c1ccncc1)=NNC(c1ccccc1)=N2	1761	1439
COc1ccc(C)cc1NC(=O)C(NCC1CCCO1)c1ccccc1 (stereo not drawn)	1778	1507
c1ccc(-c2csc(=Nc3cccnc3)n2CC2CCCO2)cc1 (stereo not drawn)	1696	1822

Additional structures.
SMILES | SRC1 TRFRET art | SRC3 TRFRET art
COc1ccc(CN(C)Cc2nc3cc(OC)c(OC)cc3c(=O)[nH]2)c(OC)c1 | 1905 | 1530
Cc1cc(NC(=S)NC(=O)C2CC2)ccc1Br | 1878 | 1433
CN1CCN(CC(=O)Nc2cc(N3CCOCC3)ccc2[N+](=O)[O-])CC1 | 1544 | 1439
Cc1nc2ncnn2c(N2CCCC(C(=O)Nc3ccc4c(c3)CCC4)C2)c1C (stereo not drawn) | 1777 | 1610
CSC1=C(C#N)C(c2ccncc2)C(C(=O)Nc2ccccc2)=C(C)N1 (stereo not drawn) | 2046 | 1549
C=CCNC(=O)CC1C(=O)NCCN1Cc1c(F)cccc1Cl (stereo not drawn) | 1840 | 1779
CCCCN(CC)Cc1ccc(CNC(=S)Nc2cccc(F)c2)o1 | 1854 | 1604
Cn1c(=O)c(S(=O)(=O)C(C)(C)C)c(O)c2ccccc21 | 1558 | 1510
Cc1cccc(OC(=O)c2ccncc2)c1C | 1962 | 1445
CCN1CCN(c2cc(C)c3cc(NC(=S)N4CCCC4)ccc3n2)CC1 | 1656 | 1490
CCOc1ncccc1C(=O)OCc1ccccc1 | 1676 | 1487
N/C(=N\O)c1ccccc1N1CCCCC1 | 2045 | 1784
CC1(C)CC(NC(=O)C(Cl)(Cl)Cl)CC(C)(C)N1 | 1754 | 1530
O=C(NCc1ccc(Cl)cc1)c1noc2c1CCCC2 | 1967 | 1476
COCCN1C(=O)CS/C1=C(/C#N)C(=O)NCc1ccco1 | 1723 | 1326
CCCCn1c(=N)n(CC(=O)O)c2ccccc21 | 1914 | 1723
CCN(CC)S(=O)(=O)c1ccc(C(=O)NCC(c2ccc(OC)cc2)N2CCOCC2)cc1 (stereo not drawn) | 1638 | 1497
Cc1ccc(S(=O)(=O)N2CC(O)CC2C(=O)NCc2ccc3c(c2)OCO3)cc1 (stereo not drawn) | 1868 | 1581
Cc1cccc(C(=O)O/N=C/c2ccc(Br)cc2)c1 | 2024 | 1557
CSc1ccc(C(=O)C2CCCN(S(=O)(=O)N(C)C)C2)cc1 (stereo not drawn) | 1992 | 1782
CC(C)(C)C1CCC(=NNC(=O)c2cc3c(s2)CCCC3)CC1 (stereo not drawn) | 1792 | 1535
Nc1ccc(C(=O)Nc2ccc(OC(F)(F)C(F)F)c(NC(=O)c3ccc(N)cc3)c2)cc1 | 1901 | 1715
CC(C)C(c1nnnn1C(C)(C)C)N1CCN(Cc2cccnc2)CC1 (stereo not drawn) | 1756 | 1708
CC(=O)C1=C(C)NC(SCc2ccc(C#N)cc2)=C(C#N)C1c1ccco1 (stereo not drawn) | 1521 | 1358
Cc1c(Cl)cccc1NC(=O)C(=O)NNC(=O)c1ccccc1F | 1697 | 1404
Cc1ccc2oc(=O)c(/C=C(\O)CC(C)C)nc2c1 | 1708 | 1346
CC1CCc2sc(C(=O)OCC(=O)NCc3ccc(F)cc3)cc2C1 (stereo not drawn) | 1856 | 1702
CC(C)(C)c1ccc(/C=C2\SC(=O)N=C2N)cc1 | 1897 | 1596
Cc1ccc(-c2n[nH]c(=S)n2/N=C/c2ccncc2)cc1 | 1907 | 1512
CC(C)C(c1nnnn1Cc1ccc(F)cc1)N1CCN(C2CCCC2)CC1 (stereo not drawn) | 1660 | 1483
COc1ccc(C(=O)NCC(=O)OCc2csc(-c3ccccc3)n2)cc1 | 1771 | 1448
Cc1c(Cl)cccc1NC(=O)Cn1c(-c2ccc(F)cc2)noc1=O | 2015 | 1631
O=C(C1=C[C@H](c2ccc(Br)cc2)C[C@H](OCCCCO)O1)N1CCN(Cc2ccccc2)CC1 | 1637 | 1349
Cc1ccc(-c2cccc(CN3CCN(C4CCN(C(C)C)CC4)C(CCO)C3)c2)o1 (stereo not drawn) | 1533 | 1626
CCc1cccc(C)c1NC(=O)COC(=O)C(NS(=O)(=O)c1ccc(Cl)cc1)C(C)O (stereo not drawn) | 1507 | 1660
CC(C)CNC(=O)c1ccc(C2SCC(=O)N2Cc2ccccc2)cc1 (stereo not drawn) | 1894 | 1494
O=S(=O)(Nc1ccc(Cl)cn1)c1ccc(Cl)cc1 | 1735 | 1541
COc1cc(CNC2CCCC2)c(Br)cc1OCc1ccccc1 | 1580 | 1430
COC(=O)c1c(-c2ccc(C)cc2)csc1NC(=O)C1CC=CCC1C(=O)O (stereo not drawn) | 1668 | 1810
Cn1c(/C=C/N(Cc2ccccc2)c2ccccc2)c([N+](=O)[O-])c(=O)n(C)c1=O | 1962 | 1621
NC(=O)c1ccc(NC(=O)CSc2nnc(-c3ccccn3)n2N)cc1 | 1962 | 1560
O=C(NCCc1nnc2ccc(NCc3ccc(Cl)cc3)nn12)c1ccccc1 | 1974 | 1674
COC(=O)c1cn(C(=O)c2ccccc2)c2ccccc12 | 1845 | 1617
Cc1ccccc1N1CCN(C(=S)c2ccc([N+](=O)[O-])cc2)CC1 | 1766 | 1689
CC(Sc1nnnn1C)C(=O)Nc1ccccc1-c1ccccc1 (stereo not drawn) | 1808 | 1500
CCOC(=O)c1cn(Cc2ccc(C)cc2)nn1 | 1824 | 1582
O=C(NC(=S)Nc1ccc(NC(=O)c2ccco2)cc1)c1ccccc1 | 1764 | 1386
Cc1cccc(C)c1NC(=O)C1c2cccc[n+]2CC(=O)N1Cc1ccc2c(c1)OCO2 (stereo not drawn) | 1906 | 1496

This is a subset (hit frequency here may not be typical).
